# Source: PubChem (several laboratories)
# CHRM5 antagonist – blocks acetylcholine activation of human M5 receptor | P08912 | CHO-hM5 cells, Fluo-8 calcium fluorescence, ACh EC80 | inhibition, % at 3 µM | actives 0.59% (n = 360,000) | AID 624040;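 active = inhibition above a per-plate cutoff, the mean of that plate's test compounds plus 3 SD, cut at about 27% in these data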;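 also: 0% = acetylcholine EC80 with DMSO and 100% = DMSO without agonist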
# Target sequence (P08912 whole entry, looked up): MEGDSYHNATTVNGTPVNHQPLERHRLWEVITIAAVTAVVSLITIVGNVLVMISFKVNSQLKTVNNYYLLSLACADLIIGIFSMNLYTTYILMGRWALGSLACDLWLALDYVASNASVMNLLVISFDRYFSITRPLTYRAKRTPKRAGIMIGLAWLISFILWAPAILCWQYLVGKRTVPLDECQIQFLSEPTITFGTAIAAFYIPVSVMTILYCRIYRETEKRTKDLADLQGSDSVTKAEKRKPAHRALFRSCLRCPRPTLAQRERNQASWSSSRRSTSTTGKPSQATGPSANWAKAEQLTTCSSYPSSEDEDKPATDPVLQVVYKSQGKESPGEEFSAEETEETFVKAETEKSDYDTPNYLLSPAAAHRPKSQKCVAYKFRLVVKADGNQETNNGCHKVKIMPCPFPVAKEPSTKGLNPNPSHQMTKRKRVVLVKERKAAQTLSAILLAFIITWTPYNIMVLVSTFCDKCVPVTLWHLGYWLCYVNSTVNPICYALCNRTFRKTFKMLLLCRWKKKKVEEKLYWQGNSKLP
# M4 PAM – positive allosteric modulators of human muscarinic M4 receptor; P08173; CHO-K1 hM4/Gqi5, Fluo-8 calcium fluorescence, ACh EC20; 0% = ACh EC20, 100% = maximal ACh; activation, % at 3 µM; actives 0.4% (n = 360,000); AID 624126;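 active = activation above its plate's cutoff, the mean activation of sample wells plus 3 SD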; also: some results filed as inactive read as strong as hits
# Target sequence (P08173 whole entry, looked up): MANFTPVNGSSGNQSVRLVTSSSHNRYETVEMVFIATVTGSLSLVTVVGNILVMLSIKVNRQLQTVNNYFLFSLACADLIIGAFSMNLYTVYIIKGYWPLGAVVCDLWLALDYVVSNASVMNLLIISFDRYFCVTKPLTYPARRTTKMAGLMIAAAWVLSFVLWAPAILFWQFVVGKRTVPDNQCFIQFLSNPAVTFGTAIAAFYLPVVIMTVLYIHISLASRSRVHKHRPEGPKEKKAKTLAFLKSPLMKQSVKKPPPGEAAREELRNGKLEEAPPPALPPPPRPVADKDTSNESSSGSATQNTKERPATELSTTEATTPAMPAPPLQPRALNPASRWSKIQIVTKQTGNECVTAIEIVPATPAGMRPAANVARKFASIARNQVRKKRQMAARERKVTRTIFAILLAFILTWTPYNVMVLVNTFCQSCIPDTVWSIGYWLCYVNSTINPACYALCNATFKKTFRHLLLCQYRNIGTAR
# TAAR1 antag – antagonists of human TAAR1; Q96RJ0; CHO RD-HGA16 TAAR1, Fluo-8 calcium fluorescence, antagonist; actives 1.5% (n = 360,000); inhibition, % at 3 µM;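 active = inhibition above a per-plate cutoff, the mean inhibition of test compounds on that plate plus 3 SD, cut at about 49% in these data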;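 also: 0% = DMSO plus EC80 beta-PEA response and 100% = DMSO alone without agonist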
#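 Test system – hTAAR1-expressing CHO RD-HGA16 cells, Gα16-coupled · Reagent – β-PEA at EC80 concentration, post-compound challenge · Compound dosing – 3 µM, single point · Timing – 140 s kinetic read after compound, 140 s after agonist · Detection – Fluo-8 intracellular calcium dye fluorescence, real-time kinetic reads · Control set – DMSO and EC80 PEA controls · Repeats – n of 1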
# M1 PAM parental – counter-screen for M1 PAMs: effect in parental CHO-K1 cells | ATP EC20, Fluo-8 calcium fluorescence; 0% at ATP EC20, 100% at ATP max | activation, % at 3 µM | actives 0.02% (n = 360,000);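 active = activation above the run cutoff, the mean activation of all test compounds plus 3 SD, cut at about 40% in these data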;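 also: peak over basal fluorescence ratio in a 140 s read after ATP addition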
# TAAR1 ag – human TAAR1 agonism. CHO RD-HGA16 TAAR1, Fluo-8 calcium fluorescence; vehicle wells 0%, saturating PEA agonist 100%. activation, % at 3 µM. AID 624467. Q96RJ0. actives 0.99% (n = 360,000);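 active = activation above the mean activation of all test compounds in the run plus 3 SD, cut at about 38% in these data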
#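 Signal – calcium-sensitive Fluo-8 signal, excitation 470-495, emission 515-575 nm · System – RD-HGA16 (CHO) cells co-expressing Gα16 and hTAAR1 · Incubation – 17-24 h seeding, 75 min 37 °C dye, 30 min RT · Compound dosing – 3 µM single concentration · Repeats – no replicates (n 1)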
# M5 PAM – CHRM5 positive allosteric modulation; P08912; CHO-K1 hM5, Fluo-8 calcium, ACh EC20 PAM; 0% = ACh EC20, 100% = ACh EC100; activation, % at 3 µM; actives 0.3% (n = 360,000); AID 624038;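 active = activation above the run cutoff, the mean activation of all test compounds plus 3 SD, cut at about 18% in these data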
#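 System: CHO-K1 cell line with stable human muscarinic M5 receptor expression | Also added: EC20 acetylcholine as agonist stimulus | Compound: One concentration, 3 µM final (nominal) | Timing: Fluo-8 loading 80 min at 37 °C plus 30 min room temperature | Measured by: Fluo-8 calcium dye fluorescence, kinetic read | Read-out basis: % activation, ACh-normalized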
# CRFBP-R2 agonist – CRF-BP/CRF-R2 complex agonism | HEK293 CRF-R2/CRF-BP, calcium dye fluorescence (FLIPR); percent of saturating CRF peptide response | activation, % at 13.2 µM | actives 0.46% (n = 350,000) | AID 588473;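 active = activation of at least 50%, plus an integration ratio under a set limit after plate pattern correction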;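 also: plate controls were neutral control wells without compound for no effect and CRF at EC100 for full effect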
# CHRM5 agonist – agonists of human muscarinic M5 receptor (CHRM5); P08912; CHO-K1 hM5 cells, Fluo-8 calcium fluorescence; 0% DMSO wells, 100% maximal acetylcholine response; activation, % at 3 µM; actives 0.19% (n = 360,000); AID 624037;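 active = activation above the run's mean over test compounds plus 3 SD, cut at about 23% in these data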;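 also: signal is peak over basal fluorescence ratio across the kinetic read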
# CRFBP-R2 block – CRF-BP/CRF-R2 complex antagonism | HEK293 CRF-R2/CRF-BP, CRF-induced calcium fluorescence | inhibition, % at 11.8 µM | actives 0.59% (n = 350,000);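 active = inhibition of the ligand-induced calcium signal above about 50% at the single tested concentration, limit read from the data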
# The depositor's hits bear a star; . = no result given; & = joins results of further samples; ! = repeats disagree.
Compound	CHRM5 antagonist	M4 PAM	TAAR1 antag	M1 PAM parental	TAAR1 ag	M5 PAM	CRFBP-R2 agonist	CHRM5 agonist	CRFBP-R2 block
CCn1c(SC)nc2c(c1=O)SC(C)C2 (stereo unspecified)	10	0	-19	8	8	-11	4.3	-3	-15
O=C(Cn1c(=O)c2cccn2c2cccnc21)N1CCN(c2ccccc2F)CC1	26	1	-10	22	5	25*	-0.9	1	16
O=C(c1ccc(C(F)(F)F)cc1)N1CCCCC1	2	-1	12	18	0	1	-0.7	-8	2
CCCCc1nnc(NC(=O)CS(=O)(=O)Cc2ccccc2)s1	-9	9	-4	13	5	2	-1.1	1	-19
CC(C)(C)OC(=O)N(Cc1ccccc1)Cc1cccc(OCc2cccc(NC(=O)C3CC3)c2)c1	9	-2	42	8	2	-5	1.8	1	-7
Cc1cccnc1NC(=O)COc1ccc2oc3c(c2c1)CCCC3	3	4	0	22	5	1	-0.1	-9	13
CCCCOc1ccc(/C=C/C(=O)OCC(=O)c2c(N)n(C)c(=O)n(C)c2=O)cc1OCC	0	11	-14	8	7	-8	-1.1	-3	28
CCOc1ccc(/C=C2\SC(=S)N(NS(=O)(=O)c3ccc(C)cc3)C2=O)cc1OC	-1	-24	75*	4	12	-6	1.3	-3	51*
CC(C)OCCCN1CN(S(=O)(=O)c2ccccc2)c2nc3ccccc3nc21	-2	8	-3	9	3	0	2.6	-2	-11
Cc1cc(C)c2c(=O)n3c(nc2c1)C(Cc1ccc(O)cc1)NC(=O)c1cc2ccccc2cc1-3 (stereo unspecified)	8	-4	-1	2	5	-3	0.4	2	18
Cc1ccc(Cn2nnc3c(=O)[nH]c(C4CCCN(C(=O)c5ccco5)C4)nc32)cc1 (stereo unspecified)	7	-3	6	12	-2	3	0.2	-2	-12
O=C1N(c2ccccc2C(F)(F)F)O[C@]1(c1ccccc1)C1CCCCC1	1	10	8	11	3	3	-1.1	4	1
O=C(NC(=S)Nc1ccc(S(=O)(=O)Nc2nccs2)cc1)c1ccc(Br)o1	0	-1	-4	1	15	-5	-0.7	-5	4
COc1ccc(OC)c(S(=O)(=O)Nc2ccc3c(c2)n(C)c(=O)n3C)c1	6	-4	-2	-3	1	-4	-0.6	1	-5
CC(C)CNS(=O)(=O)c1ccc(CCC(=O)NCc2ccc(Cl)cc2)cc1	-9	-8	-3	13	3	-5	-0.4	5	4
C[C@H](CO)N1C[C@H](C)[C@H](CN(C)S(=O)(=O)c2cccc(C#N)c2)OCc2cnnn2CCCC1=O	0	7	-21	26	0	0	1.6	1	-8
CC(C)C(=O)Nc1ccc(-c2nc3ncccc3o2)cc1	30*	-7	-2	-7	2	-3	1.4	-3	15
COc1ccc(N(CN2C(=O)C3C4C=CC(C4)C3C2=O)C(=O)c2ccco2)cc1 (stereo unspecified)	-10	4	5	3	5	2	-1.1	-6	2
Cc1ccc(NC(=O)CCc2c(C)nn(-c3ccc(N4CCCCC4)nn3)c2C)cc1F	3	1	16	-12	-1	2	-0.6	-4	1
CCOc1ccc(C(CC(=O)O)NC(=O)C(CC)c2ccccc2)cc1 (stereo unspecified)	7	2	-10	-12	3	0	-2.1	-3	-2
C=CC1C(OC2OC(CO)C(O)C(O)C2O)OC=C(C(=O)OC)C1CC1CC(=O)CC(CC(=O)CCc2ccc(O)cc2)O1 (stereo unspecified)	6	-4	-26	4	2	-2	1.5	2	-2
O=S(=O)(Cc1nc2ccccc2s1)c1ccccc1	-9	8	-16	15	1	3	1.5	-5	-11
COc1ccc(C(=O)COC(=O)C2CCN(c3ccc(C(F)(F)F)cn3)CC2)c(OC)c1	2	6	-40	19	0	9	-1.4	-2	13
CCOc1ccccc1OCCCC(=O)NCCc1ccc(S(N)(=O)=O)cc1	1	-1	2	1	-4	0	-1.7	-2	-4
CC(C)c1ccc2c(c1)CC[C@H]1[C@](C)(CN)CCC[C@]21C	2&-1	4&0	-2&-15	30&16	38*!	4&-2	1.6&1.9	4&1	-16&2
CC1(C(=O)NC2CCN(Cc3ccccc3)CC2)CCN1Cc1cc2ccccc2o1 (stereo unspecified)	0	-8	0	14	3	-1	.	0	.
O=C(COC(=O)/C=C/c1ccc(F)cc1)NC1CCCC1	-7	9	-18	-18	1	2	-0.5	1	12
CC(C)C(NC(=O)OCc1ccccc1)C(=O)OCC(=O)NC1CC1 (stereo unspecified)	6	5	13	12	0	-12	-0.9	-5	12
COc1cccc(NC(=S)N(CCC(C)C)C(C)c2ccncc2)c1 (stereo unspecified)	7	-3	0	9	-1	-2	-0.3	-3	1
COc1cccc(CNC(=O)COC(=O)c2cc(Br)c(Br)s2)c1	5	-8	34	2	22	-20	4.9	4	-2
Cc1cccc(NC(=S)NNC(=S)NCc2ccccc2)c1	8	3	-1	5	2	-2	0.2	-2	-10
CN(C)C(=O)CCc1ccc2c3c([nH]c2c1)[C@]1(C)[C@@H](C(=O)N2CCCCC2)C[C@H](CC(=O)NCC24CC5CC(CC(C5)C2)C4)C(=O)N1CC3	5	1	-4	28	4	1	13	2	-13
O=C(Nc1ccccc1Cl)C1CCCN(S(=O)(=O)c2ccc(F)cc2)C1 (stereo unspecified)	-5	-3	7	-7	5	10	0.1	-2	22
COc1ccc(N2CCN(C(=O)CCc3nc(-c4ccc(C)cc4)no3)CC2)cc1	-12	-4	-15	6	2	3	1.5	-4	1
COC(=O)c1nccnc1C(=O)Nc1ccccc1N1CCOCC1	1	3	-29	-2	4	-2	0.4	-4	6
COc1cccc(CNC(=O)CCCn2nc(C)c3c(C)n(-c4ccc(C)cc4)nc3c2=O)c1OC	-8	-1	-8	8	1	2	-5.5	-6	-7
Cc1ccc(NC(=O)c2cccc(S(=O)(=O)N3CCc4ccccc4C3)c2)nc1	4	9	19	4	2	-2	0.9	1	9
COc1ccccc1NC(=O)CSc1ccc(-c2ccco2)nn1	8	1	-27	-13	6	-7	-0.1	4	10
CC(C)C(c1nnnn1C1CCCC1)N1c2ccccc2CC1C (stereo unspecified)	-3	4	-3	8	2	-3	1.5	-1	-3
Cc1oc2cc3c(C(=O)N4CCCCC4)c(C)oc3cc2c1C(=O)N1CCCCC1	-4	-2	-2	26	4	3	-0.4	2	11
CCOc1nc(-c2ccccc2)ccc1-c1noc(COC)n1	-12	17	-28	-7	1	18*	1.3	-7	-53
O=C1c2ccccc2NC2(CCCC2)N1N=C1CCCC1	4	4	-2	-3	2	5	-0.6	-1	2
COc1ncnc2c1ncn2CC1COC(C)(C)O1 (stereo unspecified)	0	-4	-11	4	1	4	0.6	1	16
CN(C)c1ccc(C(=O)OCC(=O)NCCCc2ccccc2)cc1	9	-3	-4	14	2	1	-2.5	-7	-12
Cc1cc(Cl)ccc1N(CC(=O)N(C)Cc1ccccc1)S(C)(=O)=O	0	0	-14	-8	2	-1	0.5	0	18
O=C(CSc1ccccc1)N1CCC(N2CCC(C(=O)N3CCCC3)CC2)CC1	4	1	-4	7	0	7	-0.6	-5	-4
O=C(N/N=C1/CC2CCC1C2)c1cc2ccccc2cc1O (stereo unspecified)	13	-4	-5	-10	3	-7	3.9	1	8
OC[C@H]1O[C@H](OCCc2ccc(O)cc2)[C@H](O)[C@@H](O)[C@@H]1O	-7	5	7	4	1	7	3.9	0	2

# Reformatted with two lines to a compound: 3 of the compounds above
# The line under a structure holds: CHRM5 antagonist	M4 PAM	TAAR1 antag	M1 PAM parental	TAAR1 ag	M5 PAM	CRFBP-R2 agonist	CHRM5 agonist	CRFBP-R2 block
O=C1c2ccccc2NC2(CCCC2)N1N=C1CCCC1
 : 4	4	-2	-3	2	5	-0.6	-1	2
CN(C)C(=O)CCc1ccc2c3c([nH]c2c1)[C@]1(C)[C@@H](C(=O)N2CCCCC2)C[C@H](CC(=O)NCC24CC5CC(CC(C5)C2)C4)C(=O)N1CC3
 : 5	1	-4	28	4	1	13	2	-13
CC(C)C(NC(=O)OCc1ccccc1)C(=O)OCC(=O)NC1CC1 (stereo unspecified)
 : 6	5	13	12	0	-12	-0.9	-5	12

# Continuation.
Compound	CHRM5 antagonist	M4 PAM	TAAR1 antag	M1 PAM parental	TAAR1 ag	M5 PAM	CRFBP-R2 agonist	CHRM5 agonist	CRFBP-R2 block
O=C(NC1CCCC1)C(c1ccc(Cl)cc1)N1CCc2ccccc21 (stereo unspecified)	0	4	-21	8	-2	-3	1.6	0	-5
COC(=O)CCCC1=CC2=C(c3ccccc3)C(=O)C(C)(OC(=O)C3CCCC3)C(=O)C2=CN1CC1CC1 (stereo unspecified)	-4	18	8	6	0	4	-0.6	-1	-1
CCOc1ccc(C(=O)Nc2ccc(Cl)cn2)cc1Cl	-5	-4	14	0	0	-5	0.3	-1	56*
O=C1C=C(c2cccc(Br)c2)C[C@@H](c2ccc3c(c2)OCO3)C1	-7	-5	33	4	2	-1	-1.2	0	-10
COC(=O)C(Cc1ccc(OC(=O)c2ccc(C(F)(F)F)cc2)cc1)N1Cc2ccccc2C1=O (stereo unspecified)	5	-1	.	1	.	-7	4.9	-2	-9
CC1Cc2cc(S(=O)(=O)NCCc3ccccc3)ccc2N1C(=O)C1CC1 (stereo unspecified)	-5	-5	2	3	8	-3	0.2	5	15
Cc1cc(C)nc(NS(=O)(=O)c2ccc(NC(=S)NC(=O)C(C)(C)C)cc2)n1	14	2	1	16	3	-5	-1.3	-4	-7
CNC(=S)N/N=C/c1c(C)c(C(=O)c2ccc(F)cc2)n2ccccc12	9	-6	19	-1	4	-2	0.1	-2	11
CCC(=O)Nc1ccc(C(=O)NCc2ccccn2)cc1	7	7	-9	1	5	-5	-1.6	-2	0
CCCC1CC(c2csc(N)n2)CCO1 (stereo unspecified)	-4	8	-3	15	14	5	0.5	2	-14
CC1(C(=O)NS(=O)(=O)C2CC2)CCN(C(=O)c2ccccc2F)C1 (stereo unspecified)	-11	8	-15	23	1	1	.	1	.
CCOc1ccc(NC(=O)Cc2nnc(SCC(=O)N3CCOCC3)n2C)cc1	-5	4	-19	1	3	7	2.7	-3	-11
Cc1ccc2c(c1)[C@@H]1[C@H](CO2)[C@H](c2ccccc2)[C@]2(C)C(=O)N[C@H](C)C(=O)N12	11	-8	0	-13	0	-4	-1.6	2	-13
COc1ccc(N(C(=O)Cc2cccs2)C(C(=O)NC2CCCC2)c2ccncc2)cc1 (stereo unspecified)	4	7	-11	-5	5	-1	-1.2	-3	-6
COc1ccccc1N/N=C/c1c(CO)cnc(C)c1O	3	-1	6	14	1	-5	0.8	2	-11
COc1ccc(C(=O)NCCNc2ccccc2[N+](=O)[O-])cc1	7	-3	10	7	2	1	-1.3	-5	10
